Bioassay records deposited in PubChem by Sanford-Burnham Center for Chemical Genomics.
Gli-Sufu antag: Gli-Sufu pathway antagonism; Sufu-KO-LIGHT fibroblasts, Gli luciferase reporter luminescence; inhibition, % at 5 µM; actives 0.74% (n = 340,000); AID 588413;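 active = inhibition above about 55%, limit read from the data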;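 note: 0% = DMSO-treated cells and 100% = wells with medium but no cells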
APOBEC3G inh: inhibitors of human APOBEC3G DNA deaminase; recombinant A3G, ssDNA deamination FAM/TAMRA fluorescence; actives 0.28% (n = 330,000); inhibition, % at 20 µM; Q9HC16;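 active = inhibition of at least 40% at 20 µM, with no more than 30% in the related APOBEC3A deaminase screen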;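 note: plate controls were DMSO wells with A3G for no effect and wells lacking A3G enzyme for full effect; some compounds called inactive have numbers as strong as hits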
APOBEC3A inh: human APOBEC3A DNA deaminase inhibition; P31941; recombinant A3A, FAM/TAMRA ssDNA deamination fluorescence; inhibition, % at 20 µM; actives 0.41% (n = 330,000);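 active = at least 40% inhibition at 20 µM here, with at most 30% in a related deaminase screen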;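 note: plate controls were A3A with DMSO for no effect and wells lacking A3A enzyme for full effect; some results filed as inactive read as strong as hits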
Target sequence (P31941 whole entry, looked up): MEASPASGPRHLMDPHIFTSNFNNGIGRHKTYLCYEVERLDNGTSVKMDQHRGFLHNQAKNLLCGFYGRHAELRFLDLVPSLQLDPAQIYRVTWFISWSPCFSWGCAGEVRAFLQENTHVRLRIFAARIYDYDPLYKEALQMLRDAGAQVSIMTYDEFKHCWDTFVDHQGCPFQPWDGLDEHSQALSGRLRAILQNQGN
GRIN3A LBD mod: modulators (binders) of human NR3A ligand-binding domain; NR3A LBD differential scanning fluorimetry, Tm shift; 0% = protein alone, 100% = glycine-bound protein; Tm shift relative to glycine control, % at 25 µM; actives 2.5% (n = 340,000);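 active = melting temperature shift of at least 10% of the positive control shift, at one fixed dose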
EBI2 block: antagonists of human EBI2 receptor | actives 0.81% (n = 360,000) | P32249 | EBI2 beta-arrestin recruitment, luminescence, 7a,25-OHC stimulated | inhibition, % at 5 µM; in the data active = inhibition above about 38%;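 note: enzyme fragment complementation signal reports receptor beta-arrestin coupling in cells; 0% = agonist plus DMSO wells and 100% = wells without agonist; some results beyond the cut were filed as inactive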
Target sequence (P32249 whole entry, looked up, the tested form may be a part): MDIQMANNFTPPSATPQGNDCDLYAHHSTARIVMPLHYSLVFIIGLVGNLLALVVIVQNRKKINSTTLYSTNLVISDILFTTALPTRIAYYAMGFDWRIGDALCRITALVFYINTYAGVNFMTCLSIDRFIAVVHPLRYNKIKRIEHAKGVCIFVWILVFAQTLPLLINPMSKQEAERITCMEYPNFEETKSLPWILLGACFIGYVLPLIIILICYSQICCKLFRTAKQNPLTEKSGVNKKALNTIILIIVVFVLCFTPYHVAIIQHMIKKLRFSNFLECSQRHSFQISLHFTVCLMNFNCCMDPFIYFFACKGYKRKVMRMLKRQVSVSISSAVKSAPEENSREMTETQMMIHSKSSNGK
CCR6 antag: blocks CCL20-driven beta-arrestin recruitment at human CCR6; P51684; CHO-K1 CCR6 PathHunter beta-arrestin, luminescence, CCL20-stimulated; inhibition, % at 20 µM; actives 0.49% (n = 340,000); AID 493098;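 active = compounds whose inhibition of the agonist-driven luminescence signal at 20 µM reaches about 50%, limit read from the data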;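 note: cells stimulated with CCL20 at 14 nM final; plate controls were DMSO with CCL20 for no effect and DMSO without agonist for full effect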
Target sequence (P51684 whole entry, looked up): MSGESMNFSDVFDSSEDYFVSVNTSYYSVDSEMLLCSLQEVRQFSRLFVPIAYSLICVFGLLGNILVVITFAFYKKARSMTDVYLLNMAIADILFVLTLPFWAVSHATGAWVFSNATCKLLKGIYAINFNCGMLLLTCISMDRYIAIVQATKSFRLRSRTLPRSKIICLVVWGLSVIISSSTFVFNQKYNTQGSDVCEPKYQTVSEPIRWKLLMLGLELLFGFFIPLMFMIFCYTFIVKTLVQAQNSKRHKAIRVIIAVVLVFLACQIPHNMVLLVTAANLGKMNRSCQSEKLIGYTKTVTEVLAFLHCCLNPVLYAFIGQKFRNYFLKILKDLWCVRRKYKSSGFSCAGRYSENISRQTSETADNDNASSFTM
MPTP inh: blocks calcium-induced mitochondrial swelling; isolated mouse mitochondria, Ca2+ swelling absorbance, 30 min; inhibition, % at 10 µM; actives 1.4% (n = 360,000); AID 602449;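 active = inhibition of 50% or more, scaled per plate between neutral and stimulator controls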;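 note: 0% = DMSO wells given calcium and 100% = 1 mM EGTA wells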
CXCR6 inh: blocks human CXCR6 beta-arrestin recruitment; O00574; CHO-K1 PathHunter CXCR6 beta-arrestin, luminescence; inhibition, % at 20 µM; actives 0.36% (n = 360,000); AID 602244; in the data active = inhibition above about 34%, passing the limit was not always enough;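 note: antagonist mode with CXCL16 agonist at 10 nM final; 0% = 10 nM CXCL16 with DMSO and 100% = unstimulated wells without agonist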
* = called active by the depositor; x = not tested or not shown.

SMILES	Gli-Sufu antag	APOBEC3G inh	APOBEC3A inh	GRIN3A LBD mod	EBI2 block	CCR6 antag	MPTP inh	CXCR6 inh
Cc1ccnc(NS(=O)(=O)c2ccc(NC(=O)c3snnc3C)cc2)n1	-21	-3	-1	-2	3	6	-2.2	-4
Cc1oc2c(C)c(O)ccc2c(=O)c1-c1nncn1-c1ccccc1	2	-5	-2	0	-13	-4	1.9	-4
Nc1ccc2nc(-c3cccc(-c4nc5ccc(N)cc5[nH]4)n3)[nH]c2c1	0	44*	10	-6	-6	-10	1.0	-9
Cc1cccc(C(=O)N2CCC(c3nc(-c4ccc(S(=O)(=O)N5CCOCC5)cc4)no3)CC2)c1	7	-5	-4	1	79*	11	17	0
Cn1c(=O)cc(SCC(=O)NCCC2=CCCCC2)c2ccccc21	5	-2	1	2	-17	16	2.7	-1
COc1ccc(S(N)(=O)=O)cc1C(=O)NCCCN1CCN(c2cccc(Cl)c2)CC1	0	-5	-3	1	-12	12	-2.0	-2
CC1=NN(C(=O)c2cc(C)nn2C)C(O)(C(F)(F)F)C1 (centres undefined)	1	-5	-2	-3	-13	0	-0.8	-5
Cc1cccc(C(=O)N2CCCC(Nc3ccc(C)c(C)c3)C2)n1 (centres undefined)	-1	2	-4	2	-4	-2	1.6	7
Cc1nn(CC(=O)Nc2cccnc2)c(=O)c2ccccc12	-7	-8	1	0	12	3	0.4	3
Cc1ccc(S(=O)(=O)N2CCCC(C(=O)NCCC(C)C)C2)cc1 (centres undefined)	6	-3	-10	0	-8	-1	1.1	0
CCOc1ccccc1N=C1SCC(C)N1C(=O)C1CCN(c2ncnc3sc(C)c(C)c23)CC1 (centres undefined)	13	x	x	-1	-6	18	-1.9	3
Cc1ccc2nc3n(c(=O)c2c1)CCCCC3	-18	0	4	-4	4	13	2.3	-2
Cn1cnc(S(=O)(=O)Nc2ccc(Cl)c(C(F)(F)F)c2)c1	-27	0	-1	14*	-5	7	0.0	0
O=C(CSc1ccc(Cl)cc1)Nc1ccc(C2SCCS2)cc1	36	-3	-2	-5	-2	12	9.8	3
Cc1nc(-c2ccccc2)c(Cc2ccccc2O)c(=O)[nH]1	-1	-7	-3	-1	-6	12	1.0	13
COc1ccc(/C(C)=N/NC(=O)CNC(=O)c2cccs2)cc1	-7	-6	-2	2	0	11	-0.5	-2
Cc1ccc(NC(=O)C(=O)NC(C)C2COc3ccccc3O2)cc1 (centres undefined)	3	-3	-3	0	-6	4	12	-2
CC(OC(=O)c1ccccc1Nc1ccc(SC(F)F)cc1)C(N)=O (centres undefined)	-1	-6	-7	5	-4	8	19	-2
COc1ccc(/C=N/NS(=O)(=O)c2ccc(F)cc2)cc1CN1CCSCC1	6	-5	-5	-3	0	-5	-0.6	-6
COC(=O)/C(N=Nc1c(C)n(C)n(-c2ccccc2)c1=O)=C(\C)O	-7	-5	-11	0	4	15	0.4	10

Given as a markdown table: part of the list above
| Molecule | Gli-Sufu antag | APOBEC3G inh | APOBEC3A inh | GRIN3A LBD mod | EBI2 block | CCR6 antag | MPTP inh | CXCR6 inh |
| --- | --- | --- | --- | --- | --- | --- | --- | --- |
| Cc1nc(-c2ccccc2)c(Cc2ccccc2O)c(=O)[nH]1 | -1 | -7 | -3 | -1 | -6 | 12 | 1.0 | 13 |
| COc1ccc(/C(C)=N/NC(=O)CNC(=O)c2cccs2)cc1 | -7 | -6 | -2 | 2 | 0 | 11 | -0.5 | -2 |

The list goes on.
SMILES	Gli-Sufu antag	APOBEC3G inh	APOBEC3A inh	GRIN3A LBD mod	EBI2 block	CCR6 antag	MPTP inh	CXCR6 inh
CC(C)Cn1cnc2sc3c(c2c1=N)CCCC3	10	-7	-5	5	-11	2	-0.1	-3
C[C@@H](CO)NC(=O)c1ccc2c3n(nc2c1)-c1ccccc1CO3	-33	-7	0	3	-14	-5	0.6	5
CNCc1ccccc1OCC(=O)Nc1ccccc1OC	2	-3	2	-1	0	4	-2.6	-1
Cc1n[nH]c(=S)n(NC(=O)/C=C/C(=O)Nn2c(=S)[nH]nc(C)c2=O)c1=O	-8	x	x	-3	-13	-12	1.7	-4
OC(c1ccc2c(c1)OCO2)c1nccc2ccccc12 (centres undefined)	-14	0	-1	-1	5	1	-0.5	7
COc1cc(C(=O)Nc2nnc(CC(=O)N3CCOCC3)s2)cc(OC)c1OC	0	3	1	0	-10	-1	-0.2	-4
CCCS(=O)(=O)N1CCc2ccc(NC(=O)c3ccccc3Cl)cc2C1	-1	-9	-5	-1	7	17	0.4	-9
Cn1cccc1/C=C1\SC(=Nc2cccc(O)c2)NC1=O	-45	2	6	26*	0	11	2.8	-2
COc1cc2c(C(=O)N3CCOCC3)c(CSc3ccccc3)n(C)c2cc1Br	11	-5	-5	1	8	5	-0.1	-10
N#CC1=C(N)N(c2ccccc2)C2=C(C(=O)CCC2)C1c1ccccc1 (centres undefined)	6	-9	-9	1	-10	10	2.2	-4
CCn1c(SCc2cccc(C(=O)O)c2)nnc1-c1ccc(Cl)cc1	3	-8	-6	-1	5	13	0.9	6
CN1CCN(c2nc(-c3ccccc3)ncc2S(C)(=O)=O)CC1	-2	7	3	-1	2	2	0.9	5
Cc1ccccc1CS(=O)(=O)CCC(=O)O	-5	-4	0	-1	-10	2	-2.0	-1
CC(N=C1NS(=O)(=O)c2ccccc21)C(=O)OCC(=O)N(C)C1CCS(=O)(=O)C1 (centres undefined)	86*	-6	-5	-3	6	-4	-0.8	11
COc1ccccc1NC(=O)COC(=O)c1ccc(N2CCCC2=O)cc1	-4	0	2	2	-3	5	-1.1	1
COc1ccc(NC(=S)NCCN2CCC(C)CC2)cc1	49	-11	-4	1	-2	12	1.7	1
O=C(CS(=O)(=O)c1ccccc1)Nc1nc2ccccc2s1	1	-5	-7	-4	-4	11	-0.9	5
CCOC(=O)c1[nH]c(C)c(C(=O)NC2CCCC2)c1C	3	-11	-4	1	-2	9	-1.0	8
O=C(CCc1c[nH]c2ccccc12)NCc1ccncc1	9	2	-5	0	-5	-3	1.3	-10
CC1=Nc2cccc3cccc(c23)N1	13	2	-2	-4	-2	-6	-0.5	-14
COc1ccc(C(=O)Nc2ccc(C3=NNC(=O)CC3C)cc2NC(=O)c2ccc(OC)cc2)cc1 (centres undefined)	6	0	1	-4	30	-1	-1.0	-1
Cc1nnc(SCC(=O)NC2CCCC2)n1C(C)C	1	-6	-1	-1	-7	-5	-0.4	1
Cc1cccc(Cn2c(C(C)O)nc3ccccc32)c1 (centres undefined)	0	-4	-3	0	-5	19	-1.7	-3
O/C(=C\c1ccc2ccccc2n1)c1ccncc1	-68	-10	-7	-35	-8	10	-0.1	1
Cc1ccc(NC(=O)CC2OC(=O)c3ccccc32)cc1S(=O)(=O)N1CCCCCC1 (centres undefined)	4	-8	-3	-8	1	-10	2.2	-12
Cc1ccc(S(=O)(=O)N2CCN(C(=O)CCn3nc(C)c(C)c3C)CC2)cc1	0	1	4	0	21	-4	-3.2	3
Cc1ccc(N(C(=O)Cn2nnc(-c3ccccc3F)n2)C(C(=O)NC2CCCC2)c2ccncc2)cc1 (centres undefined)	-7	-8	-1	-2	15	15	0.7	-1
O=C(CN1CCN(c2ccccc2)CC1)Nc1ccccc1Sc1ccccc1	11	-6	4	-3	1	4	4.7	7
COC(=O)c1cc(C(=O)NCCN2C(=O)S/C(=C\c3cccs3)C2=O)cc([N+](=O)[O-])c1	1	-1	8	-3	27	13	0.0	-4
O=S(=O)(NCC1CCCN(Cc2ccccc2O)C1)c1cccc2cccnc12 (centres undefined)	12	0	0	8	2	14	-1.7	2
CCOC(=O)C1CCCN(C(=O)c2cnn3c(C(F)F)cc(-c4ccc(C)cc4)nc23)C1 (centres undefined)	7	0	1	-1	21	15	0.0	10
COc1ccc(NC2CC(=O)N(c3ccc(C(=O)O)cc3)C2=O)cc1 (centres undefined)	-2	-6	-1	-1	0	11	0.7	2
Cc1ccc(C)c(-n2c(SCC(=O)O)nc3sc4c(c3c2=O)CCCC4)c1	-1	-9	-3	-7	2	17	0.2	10
COc1cccc(C(=O)OCC(=O)NCCc2ccccc2)c1OC	-5	-6	-3	-4	10	1	0.4	-5
COc1ccc2[nH]c3c(=O)n(Cc4ccc(C(=O)N5CCC(C(N)=O)CC5)cc4)c(=S)[nH]c3c2c1	-9	8	-4	2	-4	18	-0.5	6
O=C(Cn1nc(-c2cccc(Cl)c2)ccc1=O)Nc1ccc(C(=O)NC2CC2)cc1	6	2	6	-3	4	-8	-1.9	5
CCOC(=O)c1c2ccc(OCC(=O)N/N=C/c3ccc(C)cc3)cc2n2ccccc12	13	-3	2	1	48*	-1	-1.5	-24
CO/N=C/c1ccc(Sc2ccccc2N)c([N+](=O)[O-])c1	4	-8	-3	-20	4	18	-0.6	8
O=C1Nc2ccc([N+](=O)[O-])cc2OC1CCN1CCN(Cc2ccccc2)CC1 (centres undefined)	-5	-14	2	4	-9	6	-0.5	4
O=[N+]([O-])c1ccc(S(=O)(=O)N2CCN=C2SCc2cccnc2)cc1	-19	-6	-1	-2	-12	11	1.3	-22

As entered above.
EBI2 block with `COc1cccc(C(=O)OCC(=O)NCCc2ccccc2)c1OC` → 10
GRIN3A LBD mod with `Cc1ccc(NC(=O)CC2OC(=O)c3ccccc32)cc1S(=O)(=O)N1CCCCCC1` (centres undefined) → -8
Gli-Sufu antag with `COc1ccc2[nH]c3c(=O)n(Cc4ccc(C(=O)N5CCC(C(N)=O)CC5)cc4)c(=S)[nH]c3c2c1` → -9

(cont.)
SMILES	Gli-Sufu antag	APOBEC3G inh	APOBEC3A inh	GRIN3A LBD mod	EBI2 block	CCR6 antag	MPTP inh	CXCR6 inh
O=C(Nc1ccc(NC(=O)c2ccc(Cl)cc2Cl)cc1)c1cccs1	-4	8	54*	-4	-4	10	0.7	-1
Cc1cccc(NC(=O)CCC(=O)N/N=C/c2ccco2)c1C	-5	-4	0	-1	-10	7	-1.3	2
Cc1cc(Br)ccc1NC(=O)CN(C)C(=O)C1CSC2(C)CCC(=O)N12 (centres undefined)	-9	-2	8	-1	-6	11	0.1	3
CCN(CC)c1ccc(/C=C2\CCC(/C=C(\C#N)C(=O)Nc3ccccc3F)=C2N2CCOCC2)cc1	28	x	x	2	19	91*	36	29
CC(NC(=O)COC(=O)/C=C/c1ccc([N+](=O)[O-])cc1)c1ccccc1 (centres undefined)	5	-3	0	-11	-1	-1	0.6	2

Just GRIN3A LBD mod, APOBEC3G inh and CCR6 antag (2 entries from above):
Compound,GRIN3A LBD mod,APOBEC3G inh,CCR6 antag
CC(C)Cn1cnc2sc3c(c2c1=N)CCCC3,5,-7,2
C[C@@H](CO)NC(=O)c1ccc2c3n(nc2c1)-c1ccccc1CO3,3,-7,-5

Complete entries as entered above. Values in the order: Gli-Sufu antag	APOBEC3G inh	APOBEC3A inh	GRIN3A LBD mod	EBI2 block	CCR6 antag	MPTP inh	CXCR6 inh
Results for Cc1cccc(NC(=O)CCC(=O)N/N=C/c2ccco2)c1C : -5	-4	0	-1	-10	7	-1.3	2
Results for O=C(Nc1ccc(NC(=O)c2ccc(Cl)cc2Cl)cc1)c1cccs1 : -4	8	54*	-4	-4	10	0.7	-1
